Source: PubChem BioAssay (National Center for Advancing Translational Sciences (NCATS))
IDH1 R132H inh = blocks human mutant IDH1 R132H enzyme; 390,000 tested, 0.093% active; Potency, µM (series often up to 76.6 µM), without a hit: at the top dose activity change, negative = inhibition, most hits filed as inhibitors; AID 602179; IDH1-R132H enzyme, NADPH consumption, diaphorase/resazurin fluorescence; further: potency means the concentration at half of the fitted maximal effect; on the % scale 0 is the no-effect control and ±100 the full control effect; nearly all actives have a fitted effect of over 65% in size
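IDH1-R132H (0.5 ug/mL) preincubated 30 min with compound, then NADPH (0.016 mM) and alpha-KG (2 mM) added; 80 min at RT, pH 7.5. Remaining NADPH coupled via diaphorase/resazurin to fluorescence (540/590 nm); concentration-response curves normalized to no-enzyme control.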
rTrxR1 inhibitor = inhibitors of rat thioredoxin reductase 1; O89049; recombinant rTrxR1, NADPH fluorescence consumption, selenite substrate; Potency, µM (doses to about 114 µM), without a hit: at the top dose activity change, negative = inhibition, usual class: inhibitors; 390,000 tested, 1% active; further: potency means the concentration at half of the fitted maximal effect; on the % scale 0 is the no-effect control and ±100 the full control effect; nearly all actives have a fitted effect of over 65% in size
Target sequence (O89049 whole entry, looked up): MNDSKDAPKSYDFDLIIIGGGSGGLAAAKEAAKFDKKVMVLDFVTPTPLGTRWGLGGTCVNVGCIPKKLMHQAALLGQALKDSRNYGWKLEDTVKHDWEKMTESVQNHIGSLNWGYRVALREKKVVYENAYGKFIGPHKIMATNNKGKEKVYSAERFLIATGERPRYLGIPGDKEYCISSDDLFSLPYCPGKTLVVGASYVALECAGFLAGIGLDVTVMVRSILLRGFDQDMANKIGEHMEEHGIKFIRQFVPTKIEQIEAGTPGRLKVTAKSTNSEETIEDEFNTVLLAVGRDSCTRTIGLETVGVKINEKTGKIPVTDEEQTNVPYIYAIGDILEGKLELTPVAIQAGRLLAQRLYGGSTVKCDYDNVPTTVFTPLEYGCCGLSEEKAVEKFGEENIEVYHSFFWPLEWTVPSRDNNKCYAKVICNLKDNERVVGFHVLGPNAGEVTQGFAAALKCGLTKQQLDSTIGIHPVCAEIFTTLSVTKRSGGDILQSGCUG
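Rat TrxR1 (90 nM in the dispensed reagent) was pre-reduced with 400 uM NADPH for 5 min at room temperature, then incubated with compound for 15 min. After 400 uM selenite was added, NADPH fluorescence (Ex 340/Em 450 nm) was followed for 8 min.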
TrxR1 substrate = rat thioredoxin reductase 1 substrate activity; O89049; purified TrxR1 substrate turnover, NADPH consumption readout; 390,000 tested, 0.01% active; Potency, µM (doses to about 114 µM), for inactives: at the highest dose activity change, negative = substrate turnover; further: potency means the concentration at half of the fitted maximal effect; on the % scale 0 is the no-effect control and ±100 the full control effect; nearly all actives have a fitted effect of over 50% in size
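Rat TrxR1, dispensed at 90 nM, was prereduced with 400 uM NADPH (final) for 5 min at ~22 deg C, then incubated with compound 15 min before 400 uM selenite. A first-read NADPH fluorescence drop versus no-compound background flagged substrates.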
Tb PGK inh = inhibitors of T. brucei phosphoglycerate kinase; P07378; PGK/GAPDH coupled, Kinase-Glo luminescence, 60 min; Potency, µM (titrated, usually from 57.5 µM), for inactives: at the top dose activity change, negative = inhibition, hits mostly inhibitors; 380,000 tested, 0.043% active; AID 602233; further: potency means the concentration at half of the fitted maximal effect; on the % scale 0 is the no-effect control and ±100 the full control effect; nearly all actives have a fitted effect of over 60% in size
Target sequence (P07378 whole entry, looked up): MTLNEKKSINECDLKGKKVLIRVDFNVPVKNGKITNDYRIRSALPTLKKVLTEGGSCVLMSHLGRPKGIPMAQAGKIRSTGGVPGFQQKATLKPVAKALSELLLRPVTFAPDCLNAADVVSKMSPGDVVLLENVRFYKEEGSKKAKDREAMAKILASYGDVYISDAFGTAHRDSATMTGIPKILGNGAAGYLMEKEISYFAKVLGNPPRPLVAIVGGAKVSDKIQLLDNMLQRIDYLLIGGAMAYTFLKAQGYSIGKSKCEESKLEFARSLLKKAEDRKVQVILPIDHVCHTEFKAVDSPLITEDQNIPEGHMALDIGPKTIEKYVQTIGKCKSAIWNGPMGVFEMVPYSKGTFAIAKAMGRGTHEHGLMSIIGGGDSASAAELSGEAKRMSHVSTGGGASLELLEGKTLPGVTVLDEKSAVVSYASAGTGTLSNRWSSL
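Recombinant glycosomal PGK reaction used 1,3-bisphosphoglycerate generated in-well by GAPDH (100nM final) in 100mM TEA pH 7.6, 5mM MgCl2, 0.01% Tween-20. After 60 minutes at room temperature, ATP was read by Kinase-Glo Plus luminescence end-point.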
GLS inhibitor = blocks human kidney-isoform glutaminase activity | GLS enzymatic activity, qHTS titration | 410,000 tested, 0.21% active | AID 624170 | Potency, µM (series often up to 45.5 µM), inactives show at the highest dose activity change, negative = inhibition, hits mostly inhibitors; further: potency means the concentration at half of the fitted maximal effect; on the % scale 0 is the no-effect control and ±100 the full control effect
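Glutamate formation by hKGA was monitored fluorometrically using coupled glutamate oxidase, HRP and Amplex Red. Substrate was added as 1 mM L-glutamine solution; incubation was 30 min at RT after an initial read.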
USP1 inh = inhibitors of human USP1/UAF1 deubiquitinase; recombinant USP1/UAF1, Ub-Rhodamine cleavage fluorescence; Potency, µM (top dose mostly 57.1 µM), inactives show at the highest dose activity change, negative = inhibition, hits mostly inhibitors; 390,000 tested, 0.23% active; further: potency means the concentration at half of the fitted maximal effect; on the % scale 0 is the no-effect control and ±100 the full control effect; nearly all actives have a fitted effect of over 60% in size; inactives centre near -12
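USP1/UAF1 complex (1 nM) preincubated 15 min at room temperature with compound, then Ub-Rho substrate (150 nM final) added. Kinetic fluorescence at 480/540 nm over 6 reads at 60 s intervals; 50 mM HEPES pH 7.8, 0.5 mM EDTA, 0.1 mg/ml BSA, 1 mM TCEP, 0.01% Tween-20.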
HP1b binding inh = inhibitors of HP1-beta chromodomain binding to methylated histone tails; P83916; AlphaScreen HP1-beta / biotin-H3K9me3 peptide binding; AID 540317; Potency, µM (top dose mostly 114 µM), for inactives: top-dose activity change, negative = inhibition, hits mostly inhibitors; 390,000 tested, 0.56% active; further: potency means the concentration at half of the fitted maximal effect; nearly all actives have a fitted effect of over 70% in size; inactives centre near 23
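Compound inhibition of the preformed complex between 50 nM HP1-beta and 50 nM biotinylated H3K9me3 peptide was read by AlphaScreen. Buffer was PBS pH 7.4 with 0.01% Tween-20. Incubations ran 30 min at room temperature, with 10 ug/mL donor/acceptor beads.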
Pin1 inh = blocks the human prolyl isomerase Pin1; 390,000 tested, 0.009% active; Potency, µM (top dose mostly 115 µM), without a hit: top-dose activity, negative = inhibition, hits mostly inhibitors; Pin1 FP peptide displacement, HiFluor488, 10 min; Q13526; active means well fitted inhibition curve with a large enough effect in the polarisation, with a control signal flat, not every such curve was filed as active; inconclusive means small, poorly fitted or top-dose-only effect, or effect the other way, or a change in a side signal; inactive means no such curve, though single readings can be large or run the other way; the % refers to the polarisation; further: potency means the concentration at half of the fitted maximal effect; on the % scale 0 is the no-effect control and ±100 the full control effect
Target sequence (Q13526 whole entry, looked up): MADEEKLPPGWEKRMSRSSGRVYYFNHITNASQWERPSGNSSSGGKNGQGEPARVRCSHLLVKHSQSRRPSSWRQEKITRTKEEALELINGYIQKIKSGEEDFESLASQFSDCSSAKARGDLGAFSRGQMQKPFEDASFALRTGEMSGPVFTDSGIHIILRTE
PI4K2A inh = blocks human PI4K2A kinase activity | AID 1346378 | 420,000 tested, 0.13% active | Q9BTU6 | purified PI4K2A, ADP-Glo luminescence, 1 h; active compounds read low | activity change, negative = inhibition, % at 76.9 µM; in the data active means activity change below about -50%; inconclusive means mostly about -30% to -49%;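 further: -100% = wells without enzyme as full effect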
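ADP-Glo luminescence measured ADP generated by PI4K2A enzyme (4 ug/mL before mixing) with 1.2 mM PI substrate (pre-mix) and 300 microM ATP (pre-mix). Tris pH7.5 buffer with MgCl2, Triton X-100; 1 h reaction at ambient temperature.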
* hit, by the source's call; i = inactive; ? = inconclusive; / = no result given; [ ] = dose if it differs, or a comment. Unless noted, the call rests on the fitted dose curve; in most records, active means well fitted curve in the direction sought with a large enough effect; inconclusive means small, poorly fitted or top-dose-only effect, or another doubt; inactive means no such curve, though single readings can be large; an effect the other way counts as inactive or inconclusive.

SMILES | IDH1 R132H inh | rTrxR1 inhibitor | TrxR1 substrate | Tb PGK inh | GLS inhibitor | USP1 inh | HP1b binding inh | Pin1 inh | PI4K2A inh
COC(=O)Cc1c(C)nc2nc(NCc3cccc([N+](=O)[O-])c3)[nH]n2c1=O | 2% | 15% | 8% | -5% | 6% | -16% | 40% | 4% | 3
CCCc1cn(S(=O)(=O)c2ccc(OC)cc2OC)nc1N | 0% | 9% | 2% | 3% | 3% | -12% | 5% | 5% | 3
Cc1ccc(NC(=O)CSc2nc3ncc(Cl)cc3[nH]2)c(C)c1 | -19% | -5% | -9% | -4% | -3% | -32% | 66%[activator] | 9% | -1
O=C(CC(=O)Nc1ccccn1)Nc1ccccn1 | 1% | 14% | 5%[57.1 µM] | 0% | 10% | -10% | 23% | -1% | -3
O=C(NC1CCCC1)C1CCN(C(=O)c2ccc(Cl)cc2)CC1 | 0% | -16% | ? | -6% | -14% | -21% | 16% | 4% | 2
COc1cc(C(=O)NCC(c2cccnc2)N2CCc3ccccc32)cc(OC)c1OC (centres undefined) | 11% | 6%[11.4 µM] | 5%[11.4 µM] | i | 19% | 10% | 19% | 9% | -3
O=C(Cn1cnc(S(=O)(=O)N2CCCCC2)c1)Nc1ccc(OC(F)(F)F)cc1 | -2% | 20% | -5% | -1% | -19% | -8% | 67%[activator] | 0% | -2
CCOC(=O)C1=CNS(=O)(=O)NC1c1ccc(C#N)cc1 (centres undefined) | -1%[38.3 µM] | 5% | 2% | 9% | 13% | -8% | 28% | 0% | 2
Cc1cc(Nc2ccc(F)cc2)c2ccccc2n1 | 0% | / | / | 1% | 5% | ? | / | / | -5
CCOC(=O)Cn1c(=O)oc2cc(S(=O)(=O)N3CCN(c4cccc(Cl)c4)CC3)ccc21 | -15% | 9% | 0% | 6% | -3% | -18% | 29% | 5% | -1
CCN1CCN(C(C(=O)NC2CCCCC2)c2ccc(Cl)cc2)CC1 (centres undefined) | 5% | -5% | -8% | i | -15% | -9% | 78%[activator] | -5% | 0
CS(=O)(=O)c1ccc2nc(NC(=O)CS(=O)(=O)c3ccc(Cl)cc3)sc2c1 | -9% | 19%[57.1 µM] | 3%[57.1 µM] | -3% | 3% | 1% | 9% | 1% | -6
COC(=O)c1ccccc1S(=O)(=O)N1CCn2cccc2C1C (centres undefined) | -2% | 7%[57.1 µM] | 3%[57.1 µM] | -1% | 5% | -2% | -9% | -1% | 0
COc1ccccc1-c1nnc(SCC(N)=O)o1 | / | 20% | -2% | / | -2% | -5% | 18% | -4% | 1
CC(C)CCOc1ccc(C(=O)O)cc1 | 7% | 23% | 10% | 4% | 4% | -22% | 48%[activator] | -11% | -13
COc1cccc(-c2cc(C(=O)N3N=C(C)CC3(O)C(F)F)c3ccccc3n2)c1 (centres undefined) | 11% | 23%[57.1 µM] | 6%[57.1 µM] | -3% | -3% | -22% | 12% | -6% | -4
O=C(CNc1ccc(Br)cc1)NC(=O)NC1CCCCC1 | 2% | 2% | -6% | 10% | 11% | -4% | 7% | -4% | -4
CCn1c(CSc2ncccn2)nnc1SCC(=O)N1CCCCC1 | -4% | 11% | -3% | 6% | 4% | 0% | 40%[activator] | -9% | -7
CCOc1ccc(C(C)=O)cc1COc1cccnc1[N+](=O)[O-] | 0% | ? | 2% | i | -17% | -25% | 14% | 6% | 4
COc1ccc(OC)c(C(c2nnnn2Cc2ccco2)N2CCN(C)CC2)c1 (centres undefined) | 2% | 4% | -1% | -4% | 1% | -8% | 4% | -9% | -6
CCOC(=O)Cc1cc(-c2ccc(O)cc2)nc2ccc3ccccc3c12 | 5% | 10% | 8% | 0% | 10% | ? | 21% | 0% | 3
O=C(NCc1ccccc1Cl)C1CCCN1C(=O)NCc1ccccc1 (centres undefined) | 6% | 1% | -4% | i | -1% | -23% | 31% | 3% | -2
CC(NC(=O)COC(=O)C12CC3CC(CC(O)(C3)C1)C2)c1ccccc1 (centres undefined) | 6% | 5%[57.1 µM] | -4%[57.1 µM] | -9% | -3% | ? | 25% | -2% | 1
O=C(Nc1nnc(-c2ccc(Cl)s2)o1)C1CC1 | 2% | 10%[57.1 µM] | 9%[57.1 µM] | -8% | 21% | -1% | 30% | -3% | 3
CCc1ccc(CCC(=O)Nc2nnc(CC)s2)o1 | 4% | -1% | 4% | i | 3% | -1% | 9% | 5% | 4
COC(=O)Nc1ccc2c(c1)OCO2 | 9% | -15% | -10% | -2% | -1% | -6% | 4% | -2% | 0
CC1CCCCN1C(=O)CSc1nc(-c2ccccc2)cc(=O)[nH]1 (centres undefined) | -3% | -8%[57.1 µM] | 6%[57.1 µM] | -1% | 3% | 2% | 25% | 3% | -7
O=C(CSCc1cnn(-c2ccccc2)c1-n1cccc1)NCc1cccs1 | 1% | 14% | -1% | -1% | 5% | -4% | -10% | 1% | -2
O=C(c1cccs1)n1nc(-c2ccco2)nc1SCc1ccccc1 | 2% | -7% | 3% | -8% | -22% | -18% | 63%[activator] | 16% | 29
CCOC(=O)c1cccc(NC(=O)CSc2nnc(C)n2CC2CCCO2)c1 (centres undefined) | -7% | 3% | 1%[0.457 µM] | 11% | 4% | -6% | 10% | 1% | -1

Some of the entries above in another layout:
| SMILES | IDH1 R132H inh | rTrxR1 inhibitor | TrxR1 substrate | Tb PGK inh | GLS inhibitor | USP1 inh | HP1b binding inh | Pin1 inh | PI4K2A inh |
| --- | --- | --- | --- | --- | --- | --- | --- | --- | --- |
| O=C(CNc1ccc(Br)cc1)NC(=O)NC1CCCCC1 | 2% | 2% | -6% | 10% | 11% | -4% | 7% | -4% | -4 |
| CCn1c(CSc2ncccn2)nnc1SCC(=O)N1CCCCC1 | -4% | 11% | -3% | 6% | 4% | 0% | 40%[activator] | -9% | -7 |

More records
SMILES | IDH1 R132H inh | rTrxR1 inhibitor | TrxR1 substrate | Tb PGK inh | GLS inhibitor | USP1 inh | HP1b binding inh | Pin1 inh | PI4K2A inh
COC(=O)Cc1ccc(NC(=S)NCCO)cc1 | 5% | 8%[57.1 µM] | 7%[57.1 µM] | 7% | 16% | -10% | 32% | -1% | -2
COc1ccc(S(=O)(=O)N2CCOCC2)cc1NC(=O)COC(=O)C1COc2ccccc2O1 (centres undefined) | 7% | 7% | -5% | i | -2% | -15% | 12% | 18% | -1
O=C(Nc1ccccc1NS(=O)(=O)c1ccc(F)cc1)C1CCC1 | -15% | 11% | 3% | -1% | 5% | -9% | 19% | 7% | 0
N#Cc1ccc(C(=O)N2CCC3CC2c2cc(-c4ccc(F)cc4)ccc23)cc1 (centres undefined) | 8% | 16% | 1% | -1% | 2% | -28% | 26% | 2% | 1
Oc1ccc(Nc2nc(Cl)nc(NCc3ccco3)n2)cc1 | -2% | -12% | -12% | 7% | 2% | -1% | -11% | 6% | -4
COC(=O)c1cn(-c2ccccc2)nc1-c1cccnc1 | 0% | -11% | -6% | -6% | -20% | 3% | 16% | -7% | 2
O=S(=O)(c1ccccc1)c1cnc(-c2ccccc2)nc1N1CCCC1 | -5% | 10% | -8% | -1% | 0% | 2% | 72%[activator] | 2% | -4
Brc1ccccc1-n1nnc(-c2ccnc3ccccc23)n1 | -7% | -10% | -10% | 0% | -1% | 9% | 18% | -2% | -3
CSCC[C@H](NC(=O)OC(C)(C)C)C(=O)N1CCC(C(=O)N[C@H](C(=O)O)C(C)C)CC1 | 0% | 17% | 7% | -5% | 17% | 6% | 32% | -12% | 2
O=C(Nc1ccccc1C(=O)O)c1cncc(Br)c1 | -1% | 4% | 2% | -3% | / | -5% | -2% | 0% | -5
C/C(=N\NC(=O)c1nnn(-c2nonc2N)c1-c1ccccc1)c1cccnc1 | -9% | 13% | 3% | 8% | -1% | -24% | 46%[activator] | -1% | -18
CCOC(=O)/C=C1/SCC(=O)N1CC(=O)Nc1ccc2c(c1)CCC2 | 5% | 17% | -6%[57.1 µM] | -4% | -5% | ? | 21% | 22% | 2
CCOC(=O)N1CCN(C(=O)COc2ccccc2Cl)CC1 | -1% | 8% | 5% | 6% | -9% | -14% | 37% | 0% | -6
C=CCC1(CC=C)CCCN1C(=O)CC1C(=O)NCCN1Cc1cccc(OC)c1OC (centres undefined) | 7% | 10%[57.1 µM] | 8%[57.1 µM] | 2% | 6% | -12% | 23% | -4% | 3
Cc1cc(C(=O)CN2C(=O)NC3(CCCCC3)C2=O)c(C)n1C | 6% | 22% | 8% | i | -5% | -22% | 29% | -2% | 7
COc1ccc(/C=C2/SC(=O)N(CCNC(=O)CC(NC(C)=O)c3ccccc3)C2=O)cc1 (centres undefined) | -6% | 14% | 2% | 3% | 6% | -13% | 19% | -2% | 7
CCc1ccccc1NC(=O)c1ccc2c(O)c(S(=O)(=O)c3ccc(OC)cc3)c(=O)[nH]c2c1 | -4% | 8% | -8% | -8% | -10% | -8% | -8% | -16% | 0
COc1ccc(OCC(=O)NC(=S)Nc2ccc(S(=O)(=O)Nc3cc(C)on3)cc2)cc1 | -11% | -11% | 0% | -7% | 8% | -13% | 3% | -3% | 1
Cc1noc(C)c1S(=O)(=O)N1CCCC(C(=O)N2CCc3ccccc3C2)C1 (centres undefined) | 0% | 14% | 3% | -8% | 1% | -26% | 50%[activator] | -4% | -2

This is a subset. The share of hits here may be higher or lower than overall.
